SENP8 block-1: SENP8 protease inhibition | Q96LD8 | purified SENP8, Z-RLRGG-aminoluciferin cleavage, luminescence | inhibition, % at 10 µM | hit rate 1.2% among 330,000 | AID 2540; in the data active means inhibition above about 50%
Target sequence (Q96LD8 whole entry, looked up): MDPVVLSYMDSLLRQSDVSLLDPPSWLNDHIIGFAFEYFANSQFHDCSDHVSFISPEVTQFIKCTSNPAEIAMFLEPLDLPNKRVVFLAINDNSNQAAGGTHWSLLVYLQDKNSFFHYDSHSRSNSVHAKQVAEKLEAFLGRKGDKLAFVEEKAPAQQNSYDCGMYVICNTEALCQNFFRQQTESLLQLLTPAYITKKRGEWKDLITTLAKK
Apaf1 inhib: human Apaf-1 inhibition | inhibition, % at 20 µM | AID 489030 | reconstituted apoptosome caspase-3 activity, DEVD-Rh110 fluorescence | O14727 | hit rate 0.71% among 330,000; active means inhibition of at least 40% at 20 µM;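 further: plate controls were DMSO wells for no effect and DEVD-CHO caspase inhibitor wells for full effect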
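System: reconstituted apoptosome with Apaf-1, cytochrome c, caspase-9, procaspase-3, dATP; Signal: Rh110 fluorescence intensity; Schedule: 30 min compound preincubation, 50 min activation, room temperature; Reagent: cytochrome c trigger plus (Z-DEVD)2-Rh110 caspase-3 substrate.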
SENP8 block-2: blocks human SENP8 cleavage of Nedd8 substrate | recombinant SENP8, Nedd8 substrate fluorescence | inhibition, % at 20 µM | AID 602440 | hit rate 0.64% among 360,000; in the data active means inhibition mostly above about 40%, no sharp cut-off; inactive means mostly below about 27%
SENP7 inh: inhibitors of human SENP7 protease; Q9BQF6; recombinant SENP7, Z-RLRGG-aminoluciferin luminescence, 40 min; inhibition, % at 5 µM; hit rate 1.5% among 330,000;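 active means inhibition above about 50% at the single test dose, limit read from the data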;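 further: plate controls were DMSO with enzyme for no effect and no enzyme buffer wells for full effect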
Target sequence (Q9BQF6 706-1050 limits assumed): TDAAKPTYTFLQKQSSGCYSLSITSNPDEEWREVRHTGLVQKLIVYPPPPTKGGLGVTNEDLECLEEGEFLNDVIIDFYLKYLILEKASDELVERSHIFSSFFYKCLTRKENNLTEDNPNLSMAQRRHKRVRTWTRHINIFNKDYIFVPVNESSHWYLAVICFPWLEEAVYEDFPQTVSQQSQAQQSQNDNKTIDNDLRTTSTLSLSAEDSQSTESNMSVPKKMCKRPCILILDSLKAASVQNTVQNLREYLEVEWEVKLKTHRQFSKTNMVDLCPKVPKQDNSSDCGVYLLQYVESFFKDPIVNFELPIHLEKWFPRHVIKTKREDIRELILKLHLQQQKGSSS
HKDC1 inh: HKDC1 (human) hexokinase inhibition | recombinant HKDC1, G6PDH/diaphorase resazurin coupled fluorescence | inhibition, % at 20 µM | hit rate 0.16% among 340,000 | AID 493160;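 active means inhibition above about 35% when tested at 20 µM, limit read from the data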;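 further: plate controls were DMSO wells with enzyme for no effect and DMSO wells lacking enzyme for full effect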
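Material – in-house recombinant HK5 (HKDC1) enzyme · Quantity – HKDC1 at 5 µg/mL · Buffer or medium – pH 8.0 Tris buffer with 10 mM MgCl2 · Reagent – glucose with 1 mM ATP · Dosing – single 20 µM dose · Times – reaction time 90 min, room temperature, protected from light · Technique – resorufin fluorescence at 613 nm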
SENP6 block: SENP6 protease inhibition | Q9GZR1 | Recombinant SENP6 catalytic domain, aminoluciferin luminescence | inhibition, % at 10 µM | hit rate 1.8% among 330,000 | AID 2599;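 active means inhibition above about 50% at the single tested dose, limit read from the data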;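 further: plate controls were DMSO wells with enzyme for no effect and DMSO wells lacking enzyme for full effect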
Target sequence (Q9GZR1 628-1112 limits assumed): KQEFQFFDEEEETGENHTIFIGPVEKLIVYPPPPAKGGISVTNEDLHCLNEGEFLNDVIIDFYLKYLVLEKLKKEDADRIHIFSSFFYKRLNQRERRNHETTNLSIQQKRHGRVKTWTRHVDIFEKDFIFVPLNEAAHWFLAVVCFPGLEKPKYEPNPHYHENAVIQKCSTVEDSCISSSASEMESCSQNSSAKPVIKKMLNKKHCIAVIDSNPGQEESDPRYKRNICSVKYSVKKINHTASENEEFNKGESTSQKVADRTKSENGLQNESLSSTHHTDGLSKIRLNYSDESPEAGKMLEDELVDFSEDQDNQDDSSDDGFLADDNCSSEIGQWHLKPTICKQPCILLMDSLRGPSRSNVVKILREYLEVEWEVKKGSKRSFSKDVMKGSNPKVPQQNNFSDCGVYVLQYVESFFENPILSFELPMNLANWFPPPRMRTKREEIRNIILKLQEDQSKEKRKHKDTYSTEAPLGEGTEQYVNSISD
SENP1 inh: blocks the human SENP1 SUMO protease catalytic domain. recombinant SENP1 catalytic domain, CyPet-SUMO1-YPet FRET cleavage. hit rate 0.21% among 360,000. inhibition, % at 10 µM. AID 624204. Q9P0U3;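 active means inhibition at least 30% at 10 µM, raw YFP signal under a set limit, fluorescence ratio 0.5 to 1.5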;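 further: 0% = enzyme with DMSO and 100% = no enzyme wells; some results filed as inactive read as strong as hits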
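Material: hSENP1 catalytic domain, recombinant; medium: Tris pH 8 with BME, BSA, NP40 and catalase; compound: single concentration of 10 µM compound, 0.5% DMSO final; technique: FRET read of cyan and yellow fluorescence; timing: 50 min enzyme reaction, room temperature, light-protected; reagent: SFCypet-SUMO1-SFYpet substrate at 25 nM; control set: no-enzyme low, enzyme-DMSO high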
PfG6PD inh: PfG6PD (Plasmodium falciparum) enzyme inhibition; hit rate 0.78% among 350,000; AID 504690; PfGluPho enzyme, NADPH resazurin-diaphorase fluorescence; inhibition, % at 20 µM;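 active means inhibition reaching at least a set limit at 20 µM in the primary screen, cut at about 59% in these data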;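 further: 0% = DMSO wells with substrate and 100% = DMSO wells lacking glucose-6-phosphate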
* = called active by the depositor; / = not tested or not shown. Not a hit list; 3.6% or so of the library scored in one or more.

cpd	compound	SENP8 block-1	Apaf1 inhib	SENP8 block-2	SENP7 inh
1	O=CNCCCc1nc2ccccc2n1CCc1ccccc1	-2	1	10	-2
2	Cc1cc(C(=O)N/N=C/c2cc(Br)c(Br)o2)n[nH]1	1	7	17	6
3	Cc1c(C(=O)N(Cc2cccs2)C2CCS(=O)(=O)C2)oc2ccccc12 (stereo not drawn)	6	-1	6	7
4	CCOc1ccc(N(CC(=O)OC)S(=O)(=O)c2ccc3c(c2)n(C)c(=O)c(=O)n3C)cc1	-3	5	-6	3
5	CC(=O)Nc1ccc(NC(=O)CN(c2ccc(C(C)C)cc2)S(=O)(=O)c2ccccc2)cc1	2	7	9	2
6	CC1CCN(CCCn2c(SCC(=O)Nc3ccccc3Cl)nc3ccccc3c2=O)CC1	-2	-4	-10	0
7	COc1cc(OC)cc(C(=O)N[C@H](C(=O)NC2CCCc3ccccc32)C(C)C)c1 (stereo partly drawn)	0	9	4	4
8	COc1ccc(NC(=S)N2CCN(c3ncccn3)CC2)cc1	-4	-16	9	0
9	COc1ccc(C2C(=O)N(C3CCCCC3)CC(=O)N2C2CCCCC2)cc1 (stereo not drawn)	-7	9	9	-1
10	O=C(NCCS(=O)(=O)N1CCN(c2ccccc2)CC1)c1ccc(Br)o1	-7	7	4	4

cpd	HKDC1 inh	SENP6 block	SENP1 inh	PfG6PD inh
1	2	-10	-2	-10
2	7	0	2	1
3	-7	6	0	27
4	7	12	4	14
5	0	-10	0	4
6	-5	-15	1	-1
7	-4	-2	0	11
8	-5	2	0	1
9	-8	4	1	-2
10	-1	-9	1	-11

(more compounds)
cpd	compound	SENP8 block-1	Apaf1 inhib	SENP8 block-2	SENP7 inh
11	Cc1ccc(C)c(N2CCN(C(=O)C3CCN(c4nnc(N5CCCC5=O)s4)CC3)CC2)c1	-11	22	17	-7
12	CN(C)S(=O)(=O)c1cccc(N=C2SCCN2Cc2ccccc2)c1	-2	7	14	9
13	CCn1c(O)c(N=NC(=O)Cc2csc(N3CCOCC3)n2)c2ccccc21	-4	-18	24	7
14	O=C(NCC1CCCO1)c1ccc(S(=O)(=O)Nc2ccc(F)cc2)cc1 (stereo not drawn)	0	7	0	3
15	CN(C)c1ncnc2sc(-c3ccccc3)cc12	-4	3	-392	-2
16	CC(NC(=O)c1ccc(Br)cc1)C(=O)NC1=NCCS1 (stereo not drawn)	0	-12	-5	5
17	CCCc1[nH]nc2c1C(c1ccc(O)c(OC)c1)C(C#N)=C(N)O2 (stereo not drawn)	-2	-11	10	-3
18	O=c1c2ccccc2[nH]c(=S)n1CCN1CCCCC1	-8	2	2	-4
19	COc1ccc(S(=O)(=O)N(CC(=O)NCc2ccccn2)c2ccc(Cl)cc2)cc1	-2	10	2	8
20	Cc1ccc(-n2nc3c(=O)n(CC(=O)NCCc4ccc(Cl)cc4)nc(C)c3c2C)cc1	1	16	6	4

cpd	HKDC1 inh	SENP6 block	SENP1 inh	PfG6PD inh
11	-6	-42	-1	-6
12	-5	-21	6	1
13	-7	-8	3	-9
14	0	0	2	-12
15	7	2	-4	11
16	-5	-3	0	-3
17	11	-20	-15	1
18	2	-14	2	0
19	-1	33	-3	-20
20	3	-33	2	-21

(listing goes on)
cpd	compound	SENP8 block-1	Apaf1 inhib	SENP8 block-2	SENP7 inh
21	Cc1[nH]n(-c2ccc(Br)cc2)c(=O)c1C=Nc1ccc(S(=O)(=O)Nc2nccs2)cc1	12	22	21	6
22	CCn1c(SCC(=O)N2CCC(C)CC2)nnc1-c1ccco1	2	-9	0	5
23	COn1c(=S)[nH]c2ccccc2c1=O	-2	-26	16	1
24	CCOC(=O)C1CCN(S(=O)(=O)c2ccc(OC)c(OC)c2)CC1	-4	4	9	-11
25	Oc1c(Br)cc(/C=N/n2c(-c3ccccc3)n[nH]c2=S)cc1Br	0	-6	-48	0
26	COc1ccc(-n2cnc3ccccc3c2=O)c([N+](=O)[O-])c1	0	-5	8	-11
27	COc1cccc(-c2cc(=O)c3cc(NC(=O)c4ccccc4)ccc3[nH]2)c1	1	-10	-476	-4
28	CCOC(=O)c1cc2c(=O)[nH]c(C(Cl)(Cl)Cl)nc2o1	-7	-5	-7	-3
29	Cc1ccc(S(=O)(=O)N2CCN(C(=O)C(C)Cn3nc(C)c(C)c3C)CC2)cc1C (stereo not drawn)	0	5	8	2
30	C=CCn1c(=O)c(C(=O)NCc2ccccc2Cl)c(O)c2ccccc21	-1	-2	-12	-9

cpd	HKDC1 inh	SENP6 block	SENP1 inh	PfG6PD inh
21	0	21	2	-18
22	-23	-25	3	-11
23	2	-19	0	-13
24	15	-22	0	2
25	0	-7	-5	13
26	9	12	2	1
27	-2	-7	-3	4
28	-7	-17	-1	8
29	4	-11	1	-6
30	-5	-4	1	10

A different layout for some results above:
15) CN(C)c1ncnc2sc(-c3ccccc3)cc12
16) CC(NC(=O)c1ccc(Br)cc1)C(=O)NC1=NCCS1 (stereo not drawn)

assay / compound	15	16
SENP8 block-1	-4	0
Apaf1 inhib	3	-12
SENP8 block-2	-392	-5
SENP7 inh	-2	5
HKDC1 inh	7	-5
SENP6 block	2	-3
SENP1 inh	-4	0
PfG6PD inh	11	-3

One compound at a time, from the list above. Order of screens: SENP8 block-1 | Apaf1 inhib | SENP8 block-2 | SENP7 inh | HKDC1 inh | SENP6 block | SENP1 inh | PfG6PD inh
O=C(NCCS(=O)(=O)N1CCN(c2ccccc2)CC1)c1ccc(Br)o1 across the screens: -7 | 7 | 4 | 4 | -1 | -9 | 1 | -11
Oc1c(Br)cc(/C=N/n2c(-c3ccccc3)n[nH]c2=S)cc1Br across the screens: 0 | -6 | -48 | 0 | 0 | -7 | -5 | 13
CCOC(=O)c1cc2c(=O)[nH]c(C(Cl)(Cl)Cl)nc2o1 across the screens: -7 | -5 | -7 | -3 | -7 | -17 | -1 | 8
CC1CCN(CCCn2c(SCC(=O)Nc3ccccc3Cl)nc3ccccc3c2=O)CC1 across the screens: -2 | -4 | -10 | 0 | -5 | -15 | 1 | -1

Additional entries:
cpd	compound	SENP8 block-1	Apaf1 inhib	SENP8 block-2	SENP7 inh
31	Cc1ccc(S(=O)(=O)N2CCCC2CNC(=O)C(=O)NCCN2CCOCC2)cc1 (stereo not drawn)	1	5	-5	-1
32	COc1ccc(N(C(=O)c2snc(C(N)=O)c2N)C(C(=O)NCc2ccc(F)cc2)c2ccc(C)o2)c(OC)c1 (stereo not drawn)	4	14	-283	9
33	O=C(CN1C(=O)C2CC=CCC2C1=O)OCC(=O)c1ccc(Cl)c([N+](=O)[O-])c1 (stereo not drawn)	0	-2	5	5
34	O/N=C\c1ccccc1Oc1ccc(F)cc1	1	-2	19	2
35	Cc1nnc(NC(=O)c2ccc3ccccc3n2)s1	-6	-3	0	1
36	Cc1ccc(S(=O)(=O)NCc2ccccc2)cc1C(=O)N1CC(C)CC(C)C1 (stereo not drawn)	-6	-3	13	2
37	CC(C)(C)C(O)C(Cc1ccccc1Cl)n1cncn1 (stereo not drawn)	1	-2	14	6
38	CC(=O)c1cccc(NC(=O)CSc2nnc(-c3ccc(S(=O)(=O)N4CCCC4)cc3)o2)c1	0	-22	15	-1
39	CCC(=O)c1c[nH]c(C(=O)NCCc2ccccn2)c1	-10	-1	22	-9
40	Cc1ccc(C(=O)Nc2cccc(-c3cn4ccccc4n3)c2)cc1	-14	7	-73	-5

cpd	HKDC1 inh	SENP6 block	SENP1 inh	PfG6PD inh
31	-6	-8	3	-8
32	3	-10	-15	10
33	0	-2	2	-33
34	-12	4	2	-3
35	-1	-27	0	3
36	-3	-5	3	-4
37	-1	0	3	-9
38	-13	11	-1	12
39	-3	-13	2	12
40	-9	4	2	22

An excerpt from above in order of the HKDC1 inh value, descending:
# | compound | HKDC1 inh
31 | Cc1ccc(S(=O)(=O)N2CCCC2CNC(=O)C(=O)NCCN2CCOCC2)cc1 (stereo not drawn) | -6
34 | O/N=C\c1ccccc1Oc1ccc(F)cc1 | -12
38 | CC(=O)c1cccc(NC(=O)CSc2nnc(-c3ccc(S(=O)(=O)N4CCCC4)cc3)o2)c1 | -13

Along the list, from the results shown:
Compounds 31–38 in Apaf1 inhib, in turn: 5, 14, -2, -2, -3, -3, -2, -22
Compounds 31–38 in SENP6 block, in turn: -8, -10, -2, 4, -27, -5, 0, 11

Continuation:
cpd	compound	SENP8 block-1	Apaf1 inhib	SENP8 block-2	SENP7 inh
41	CCCOc1ccc(Cn2c(C)nc([N+](=O)[O-])c2SCC(O)COC)cc1[N+](=O)[O-] (stereo not drawn)	-7	-2	11	-7
42	COc1ccccc1C(=O)Nc1cccc(C(=O)N2CCOCC2)c1	-11	-1	4	0
43	CSc1ccccc1C(=O)NCCOc1ccccc1C	-12	4	2	-6
44	Cc1cc(NC(=O)CSc2nnc(-c3ccco3)n2N)no1	-16	13	3	-3
45	COc1ccc(OC)c(NC(=O)c2nnn(Cc3ccccc3C)c2N)c1	-14	8	13	-4
46	O=C(Cc1ccc(O)cc1)NCCNC(=S)NCc1ccccc1	-7	-2	6	5
47	COc1cccc(C(=O)N2CCCC(CCC(=O)NCc3ccc(F)c(F)c3)C2)c1 (stereo not drawn)	-5	7	11	3
48	CCN1CCN(C(=O)CS(=O)(=O)Cc2nc(-c3cccc(OC)c3)oc2C)CC1	6	0	8	1
49	COc1ccc(CC(=O)Nc2ccccc2C(=O)NCCc2ccccc2)cc1	-10	22	-31	-12
50	Fc1ccc(CSc2nnc(Cc3sc(-c4ccccc4)nc3-c3ccccc3)o2)cc1	-7	-7	5	13

cpd	HKDC1 inh	SENP6 block	SENP1 inh	PfG6PD inh
41	-3	-8	2	4
42	3	-12	0	-9
43	-1	-5	0	-5
44	2	-22	2	-2
45	1	-11	0	6
46	-1	6	-3	-6
47	28	14	4	7
48	-6	9	0	-11
49	-4	-15	-1	10
50	-8	-19	-86	8

More entries:
cpd	compound	SENP8 block-1	Apaf1 inhib	SENP8 block-2	SENP7 inh
51	O=C(CCCn1c(=O)c2cccn2c2cccnc21)N1CCN(c2ccccc2F)CC1	-4	0	-30	-3
52	Cc1ccc(N=Nc2c(C)[nH]n(C(N)=S)c2=O)cc1	74*	3	18	63*
53	Cc1cccc(N2CCN(C(=O)c3nn(C)c4c3CS(=O)(=O)c3ccccc3-4)CC2)c1C	0	19	14	5
54	COc1cc(/C=N/NC(=O)c2ccncc2)cc(OC)c1OC	21	-7	0	-3
55	COC(=O)c1nnn(-c2nonc2N)c1CN1CCc2ccccc21	-8	1	16	8
56	COc1ccccc1OCCNC(=O)c1ccccc1C	-3	-8	16	4
57	COCc1[nH][nH]c(=O)c1C=Nc1ccc(Cl)cc1	-5	-5	48*	-1
58	Cc1ccccc1C([O-])=Nc1ccc[n+](-c2nc3ccccc3nc2NS(=O)(=O)c2ccccc2)c1	-1	2	/	1
59	Cc1cc(C)c(C#N)c(SCC(=O)N(CCC#N)c2ccc3c(c2)OCCO3)n1	2	4	-58	-1
60	COc1ccc(C)cc1S(=O)(=O)N(CC(N)=O)Cc1ccccc1	1	-8	2	-7
61	CC1CCc2sc(C(=O)NCC3CCCO3)cc2C1 (stereo not drawn)	-4	6	-18	3
62	COc1ccc(/C=C/C(=O)c2cc3c(cc2N)OCO3)cc1	96*	3	0	96*

cpd	HKDC1 inh	SENP6 block	SENP1 inh	PfG6PD inh
51	-3	-16	0	-1
52	-27	79*	2	-9
53	3	-5	2	-21
54	-8	9	1	-14
55	3	-17	-8	-9
56	-17	3	3	0
57	-4	0	2	-7
58	0	-6	/	-6
59	-8	2	-46	3
60	-7	-2	3	3
61	0	-4	-1	17
62	8	95*	-5	9
